Bioassay records: PubChem, several laboratories
DAX1 inh-1: DAX1 (NR0B1) inhibition, primary screen. inhibition, % at 6.8 µM. HEK293T StAR-luciferase reporter, SF-1/DAX-1 repression relief. 370,000 compounds, 1.1% hits. AID 652010;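 active = inhibition above the mean over all tested compounds plus 3 SD, cut at about 3.6% in these data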;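 also: 0% = DAX-1 cells with DMSO and 100% = cells lacking DAX-1 with DMSO; higher inhibition means more luminescence from relief of DAX-1 repression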
GAA850 FXN act: frataxin GAA850 promoter activation. HEK293 lucGAA850 FXN promoter luciferase reporter, 24 h; percent of 10 µM SAHA response. activation, % at 6 µM. 360,000 compounds, 0.56% hits;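 active = activation above the average of all compounds screened plus 3 SD, cutoff fixed separately per campaign, cut at about 7.5% in these data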;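 also: 0% = DMSO wells and 100% = 10 µM SAHA wells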
ADAM17 inh: inhibits human ADAM17 | recombinant ADAM17, EDANS/DABCYL FRET peptide cleavage | 370,000 compounds, 0.83% hits | AID 720648 | P78536 | inhibition, % at 6.95 µM;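 active = inhibition above the mean of compounds lying between control limits plus 3 SD, set per campaign, cut at about 8.5% in these data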;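 also: 0% = DMSO-only wells as the low control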
ssDAF12 agonist: S. stercoralis DAF-12 activation, primary screen. activation, % at 6.8 µM. AID 652126. 370,000 compounds, 1% hits. HEK293 ssDAF-12/GRIP1 lit1-tk-luc reporter, luminescence; % of 3 µM dafachronic acid response;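 active = activation above the mean over all tested compounds plus 3 SD, cut at about 0.9% in these data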;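 also: 0% = DMSO-only wells and 100% = 3 µM delta7-dafachronic acid wells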
DAX1 inh-2: inhibits human nuclear receptor DAX1; inhibition, % at 6.75 µM; HEK293 Gal4-DAX1 luciferase reporter, luminescence; 340,000 compounds, 0.99% hits; AID 504766; P51843;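 active = inhibition above the mean over all tested compounds plus 3 SD, cut at about 4.2% in these data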;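 also: 0% = DAX1-transfected cells with DMSO and 100% = empty-vector control cells with DMSO; inhibition shows as a rise in luminescence from relieved DAX1 repression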
Target sequence (P51843 207-470 limits assumed): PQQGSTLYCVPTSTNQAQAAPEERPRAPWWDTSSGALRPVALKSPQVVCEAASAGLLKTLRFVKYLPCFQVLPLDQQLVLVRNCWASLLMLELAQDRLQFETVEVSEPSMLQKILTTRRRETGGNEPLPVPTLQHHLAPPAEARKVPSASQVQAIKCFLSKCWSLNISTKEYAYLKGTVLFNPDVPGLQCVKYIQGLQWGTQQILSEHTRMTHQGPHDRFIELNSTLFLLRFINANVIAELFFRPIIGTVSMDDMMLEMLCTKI
PG9 Ab binder: PG9 antibody binding by small molecule. inhibition, % at 6.7 µM. 360,000 compounds, 0.43% hits. TR-FRET gp120-PG9 antibody binding; in the data active = inhibition above about 8.5%
hgDAF-12 ag: agonists of H. glycines DAF-12 nuclear receptor; activation, % at 6.8 µM; AID 687014; 370,000 compounds, 1.8% hits; HEK293 GAL4-hgDAF12 UAS-luciferase reporter, agonist luminescence; normalized to butyrate control;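 active = activation above a cutoff set at the mean of all screened compounds plus 3 SD, cut at about 10% in these data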;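 also: 0% = DMSO wells and 100% = sodium butyrate wells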
hcDAF-12 act: activates DAF-12 receptor from parasite H. contortus; HEK293 hcDAF-12 lit1-tk-luc reporter, luminescence; 0% DMSO, 100% Δ7-dafachronic acid; activation, % at 6.8 µM; 370,000 compounds, 1.4% hits; AID 652067;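 active = activation above the mean of all tested compounds plus 3 SD, cut at about 5.5% in these data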;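 also: 100% = response to 3 µM Δ7-dafachronic acid high control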
NPR1 activator: GC-A (human) enzyme activation; 370,000 compounds, 0.14% hits; activation, % at 10 µM; HEK293 GC-A cells, cGMP TR-FRET, EC30 ANP; 0% at EC30 ANP, 100% saturating ANP; P16066; AID 1671463; in the data active = activation above about 40%
SMARCA2 act: activators of SMARCA2 function; 370,000 compounds, 1% hits; AID 652017; MG213 cells, MMTV-luciferase reporter, dexamethasone, overnight; activation, % at 9.1 µM; in the data active = activation above about 7.8%;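 also: 0% = vehicle wells and 100% = reference activator wells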
ADAM10 inh: inhibitors of human ADAM10; O14672; recombinant ADAM10, EDANS/DABCYL FRET peptide cleavage, 3 h; inhibition, % at 7 µM; 370,000 compounds, 0.62% hits;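 active = inhibition above a per-campaign cutoff equal to the mean of compounds falling between control-based bounds plus 3 SD, cut at about 20% in these data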;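 also: 0% = DMSO wells while the 100% control is not disclosed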
Target sequence (O14672 214-748 limits assumed): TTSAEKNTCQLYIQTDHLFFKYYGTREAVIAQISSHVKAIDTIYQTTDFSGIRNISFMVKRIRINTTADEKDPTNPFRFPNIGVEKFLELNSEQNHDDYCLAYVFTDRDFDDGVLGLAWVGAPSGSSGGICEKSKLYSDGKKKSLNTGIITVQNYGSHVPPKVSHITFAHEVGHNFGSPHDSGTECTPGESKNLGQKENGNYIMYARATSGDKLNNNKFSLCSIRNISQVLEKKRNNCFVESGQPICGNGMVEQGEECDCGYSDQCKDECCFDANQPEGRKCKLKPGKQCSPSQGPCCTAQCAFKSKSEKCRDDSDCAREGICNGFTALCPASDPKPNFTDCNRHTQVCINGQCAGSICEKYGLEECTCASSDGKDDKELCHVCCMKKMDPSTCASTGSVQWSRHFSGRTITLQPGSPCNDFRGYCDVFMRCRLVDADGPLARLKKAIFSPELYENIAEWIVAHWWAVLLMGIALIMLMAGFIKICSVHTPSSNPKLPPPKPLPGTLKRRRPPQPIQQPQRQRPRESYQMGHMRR
Numbers without * were called inactive; i = inactive; . = no result given.

The line under a structure holds: DAX1 inh-1	GAA850 FXN act	ADAM17 inh	ssDAF12 agonist	DAX1 inh-2	PG9 Ab binder	hgDAF-12 ag	hcDAF-12 act	NPR1 activator	SMARCA2 act	ADAM10 inh
1. COCc1cc(C)nc2sc(C(=O)Nc3ccc(C(=O)OC)cc3)c(N)c12
 : -0.5	3.1	-8	-1.8	-0.2	-0.4	-0.8	-2.0	13	-1	-30
2. Cc1cc(C(=O)COC(=O)c2nc3nccc(C)n3n2)c(C)n1CC1CCCO1 (stereo not drawn)
 : 0.1	-1.0	-2	-1.2	0.9	1.2	-2.3	-0.1	4	-1	1
3. Cc1ccc2nc(-c3ccc(NC(=O)COC(=O)c4ccco4)cc3)sc2c1
 : 4.1*	6.1	-16	0.1	1.5	8.3	21*	4.5	4	7.9*	-79
4. COc1ccc(OCc2nn3c(-c4ccco4)nnc3s2)cc1
 : -0.2	2.7	-4	-1.1	-0.8	-1.2	1.4	-0.1	-1	1	-1
5. CSc1ccc(/C=N/NC(=O)c2cccc(O)c2)cc1
 : 4.1*	1.7	-7	0.2	-0.6	-0.8	15*	3.9	-3	9.6*	-19
6. CSCCC1NC(=O)N(CC(=O)Nc2ccc(-c3ccccc3)cc2)C1=O (stereo not drawn)
 : 0.6	3.2	-7	-0.9	-0.5	-1.0	4.3	2.2	17	-2	7
7. CCCCn1nnnc1C1(C)CCC(=O)N1CCc1ccccc1F (stereo not drawn)
 : -1.6	.	-5	-1.0	.	-2.3	-0.6	-1.5	3	-3	-21
8. COCCNC(=O)Cn1cc(C(=S)N2CCOCC2)c2ccccc21
 : -0.7	-0.3	-7	-0.8	-0.3	-0.8	2.9	1.6	-2	-3	-8
9. O=C1NC2(c3ccccc3)NC(=O)NC2(c2ccccc2)N1 (stereo not drawn)
 : -0.1	0.9	-3	-0.6	1.2	0.1	1.6	0.0	-3	-1	-9
10. Cc1ccc(NCc2nnc(SCC(=O)NCc3ccco3)n2CC2CCCO2)cc1Cl (stereo not drawn)
 : 0.2	1.0	-2	-1.0	-0.7	0.2	-1.7	-1.6	-2	-1	4
11. COCc1cccc(-c2csc(C(NC(C)=O)c3ccc(F)c(F)c3)n2)c1 (stereo not drawn)
 : -2.4	0.2	3	-1.2	.	1.8	-2.5	-2.8	1	-4	-18
12. CCOc1ccc2[nH]c(C(=O)N/N=C/c3cc(OC)c(OC)c(OC)c3)cc2c1
 : -1.1	-0.5	-15	-1.9	0.4	-3.3	-0.4	-4.0	5	1	-30
13. CCCCN(c1ccccc1)S(=O)(=O)c1cccc(C(=O)Nc2c(C)n(C)n(-c3ccccc3)c2=O)c1
 : 0.3	1.4	0	-1.1	-1.3	0.0	0.8	0.4	-1	-5	-6
14. Cc1onc(-c2ccccc2)c1C(=O)N/N=C/c1cn(C)c2ccccc12
 : -0.2	1.3	6	0.2	-0.3	0.1	-0.6	2.9	-6	-4	0
15. CC(C)CNC(=O)CSc1ccc(Cl)cc1
 : -0.2	3.2	-3	-1.2	1.3	-2.6	0.1	-0.4	2	2	2
16. CCOC(=O)Cn1c(=O)n(Cc2ccc(C)cc2)c(=O)c2cccnc21
 : -0.1	5.2	-4	-0.8	-0.1	-2.2	0.2	-1.7	4	0	-5
17. O=S(=O)(c1cccc(C(F)(F)F)c1)N1CCC(c2nc3ccccc3[nH]2)CC1
 : -0.7	-0.8	1	-1.0	-0.7	0.2	1.7	-1.0	-3	1	9
18. O=C(NCc1ccco1)c1ccc2ccccc2c1
 : 0.5	2.5	-5	0.3	0.9	-0.2	4.6	2.4	0	2	-7
19. COC(=O)[C@]1(C#N)CC(=O)N(Cc2ccc(Cl)cc2)[C@@H]1c1ccccc1
 : -0.5	.	0	-0.4	.	.	-1.2	0.3	-11	-3	0
20. COC(=O)COc1ccsc1C(=O)OC
 : -0.2	1.9	-3	-1.3	4.2*	0.7	-2.0	-0.9	1	0	-5
21. Cc1cc(C)c(C#N)c(N2CCN(C(=O)C3COc4ccccc4O3)CC2)n1 (stereo not drawn)
 : 1.2	-0.5	-16	-1.2	-0.9	1.8	0.1	-0.4	0	2	-68
22. COc1ccc(NS(=O)(=O)c2ccc3c(c2)Cc2ccccc2-3)cn1
 : -0.5	1.6	5	-1.3	-0.6	-1.1	0.0	-1.6	-3	-6	8
23. COc1ccc(NC(=O)C2c3ccccc3OCC(=O)N2Cc2ccc3c(c2)OCO3)cc1 (stereo not drawn)
 : 2.1	.	-1	-1.0	.	-0.3	1.9	0.8	0	1	1
24. COc1ccc(CCNC(=O)c2ccnc(C(C)(C)C)c2)cc1OC
 : -0.4	0.1	-1	-1.2	-1.9	1.4	-2.2	0.1	3	-1	-7
25. CCn1c(=S)[nH]c2cc(C(=O)OC)ccc2c1=O
 : 0.0	1.3	-5	-0.9	-0.8	-3.0	0.3	-0.8	20	3	0
26. CNc1c(NS(=O)(=O)c2ccc(C3CCCCC3)cc2)c(=O)oc2ccccc12
 : 0.1	-0.4	0	-0.1	-0.2	-0.2	-0.3	-0.3	0	-1	3
27. O=C(Nc1ccc2ccccc2c1)C(c1ccccc1)n1c(=O)c(-c2cc3ccccc3[nH]2)nc2ccccc21 (stereo not drawn)
 : -0.1	.	-94	0.0	.	-0.6	4.5	4.4	7	6	-279
28. CNC(=S)N/N=C/c1cc(C)n(-c2ccc(Cl)c(Cl)c2)c1C
 : 1.2	1.4	-3	-0.3	0.2	-0.3	1.1	-1.5	-15	1	-5
29. CN(C(=O)CCc1ccccc1)c1nnc(-c2ccncc2)s1
 : -0.8	1.0	-8	-2.4	-0.4	1.5	0.1	-0.5	3	-2	-8
30. Cc1ccc2cc(CN(Cc3ccccc3)Cc3nnnn3C3CCCC3)c(=O)[nH]c2c1
 : -0.1	-3.1	-4	-1.5	-0.5	-1.1	-0.3	0.0	-9	-1	0
31. CC(=O)Nc1cccc(Oc2ncnc3scc(-c4ccc(C)cc4)c23)c1
 : -1.1	3.0	3	-1.8	-1.2	0.5	-2.9	-1.8	55*	-8	11
32. CN1c2ccccc2C(C)(C)C12CC(c1cccc(S(=O)(=O)N3CCCC3)c1)=NO2 (stereo not drawn)
 : 0.2	-2.8	-2	-1.8	-1.6	2.8	0.2	-2.5	-4	-1	-3
33. Cc1nc2ccc(C(=O)N(C)Cc3ccco3)cn2c1N(C)C(=O)CCc1ccccc1
 : -0.6	0.2	-8	-0.8	.	0.3	3.0	-1.2	-3	-2	-19
34. CCC(=O)C1CCCN(C(=O)c2ccc(OC)c(OC3CCN(C(C)=O)CC3)c2)C1 (stereo not drawn)
 : -1.5	-0.3	0	-1.1	1.2	-3.3	-0.7	0.1	2	2	-1
35. O=C(N/N=C/c1ccc(C(F)(F)F)cc1)c1ccc(O)cc1
 : 1.0	2.5	1	-1.0	2.1	-0.8	4.2	1.3	-3	0	-5
36. C=CCn1c2ccccc2c(=O)c2cc(C#Cc3ccccn3)ccc21
 : 0.4	9.0*	i	-0.2	1.3	-0.1	5.5	-0.1	2	6	i
37. COc1cc(C(C[N+](=O)[O-])c2c(C)[nH]c3ccccc23)ccc1O (stereo not drawn)
 : -0.5	3.2	4	0.2	-1.8	-1.5	-2.4	5.1	3	-3	-10
38. c1ccc(CN2CCN(C(c3ccccc3)c3nnnn3Cc3ccccc3)CC2)cc1 (stereo not drawn)
 : -0.6	-1.4	-1	-0.9	-1.9	-1.3	1.9	-1.6	-3	-1	-1
39. CN(c1ccc(C(=O)N2CCCCC2)cc1)S(=O)(=O)c1ccccc1
 : -1.6	-1.3	-3	-1.9	-1.7	-2.2	-2.6	-1.0	1	-2	4
40. Cc1ccc(C)c(N/C(N)=N/c2nc(C)cc(C)n2)c1
 : -0.9	-1.3	-3	-1.4	-2.3	-0.1	-0.2	-3.3	-8	-1	4
41. COC(=O)/C=C1\SC(=NC(=O)c2cccc(Cl)c2)NC1=O
 : 0.2	2.5	-2	-1.2	-0.9	0.1	0.7	-0.2	5	-2	-5
42. COc1cc2cc(C(=O)N(C)Cc3ccccc3)[nH]c2cc1OC
 : 0.5	0.1	-8	-0.1	0.9	16*	-1.0	1.3	-11	1	-19
43. COc1cccc(CSc2nnc(CSc3nc4nc(C)cc(C)n4n3)s2)c1
 : -0.5	0.8	-6	-1.5	0.5	0.4	-1.2	-1.9	1	0	-3
44. CC(=O)c1ccccc1NC(=O)CCN1C(=O)C2CCCCC2C1=O (stereo not drawn)
 : 0.3	0.2	-7	-0.9	0.8	0.3	2.6	-0.8	1	-1	-19
45. Cc1cc(O)c(C(=O)/C=C/c2ccccc2Br)c(=O)o1
 : 0.4	2.4	-6	-0.7	0.5	-2.1	2.8	-0.2	-4	1	3
46. Nc1ccc(N2N=C(N3CCCC3)CC2=O)cc1
 : 0.0	-1.2	-3	-0.8	3.1	1.0	0.2	-0.4	-2	-4	3
47. N#CC[C@H](Cc1ccccc1)N1CCN(Cc2ccccc2)CCC1=O
 : -0.3	-2.3	-1	-0.5	-0.3	-0.2	1.9	0.2	-1	2	4

Three consecutive entries out of the list so far, for reference:
The line under a structure holds: DAX1 inh-1	GAA850 FXN act	ADAM17 inh	ssDAF12 agonist	DAX1 inh-2	PG9 Ab binder	hgDAF-12 ag	hcDAF-12 act	NPR1 activator	SMARCA2 act	ADAM10 inh
31. CC(=O)Nc1cccc(Oc2ncnc3scc(-c4ccc(C)cc4)c23)c1
 : -1.1	3.0	3	-1.8	-1.2	0.5	-2.9	-1.8	55*	-8	11
32. CN1c2ccccc2C(C)(C)C12CC(c1cccc(S(=O)(=O)N3CCCC3)c1)=NO2 (stereo not drawn)
 : 0.2	-2.8	-2	-1.8	-1.6	2.8	0.2	-2.5	-4	-1	-3
33. Cc1nc2ccc(C(=O)N(C)Cc3ccco3)cn2c1N(C)C(=O)CCc1ccccc1
 : -0.6	0.2	-8	-0.8	.	0.3	3.0	-1.2	-3	-2	-19
